Tb PFK inh – blocks T. brucei phosphofructokinase; O15648; T. brucei PFK, ADP-Glo luminescence; Potency, µM (titrated, usually from 57.5 µM), inactives show at the highest dose activity, negative = inhibition, most hits filed as inhibitors; 330,000 compounds, 0.17% hits; AID 485367;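 note: potency is the fitted concentration of half-maximal effect; 0% = uninhibited 1x PFK enzyme wells and -100% = no-enzyme wells; nearly all actives have a fitted effect of over 60% in size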
Target sequence (O15648 whole entry, looked up): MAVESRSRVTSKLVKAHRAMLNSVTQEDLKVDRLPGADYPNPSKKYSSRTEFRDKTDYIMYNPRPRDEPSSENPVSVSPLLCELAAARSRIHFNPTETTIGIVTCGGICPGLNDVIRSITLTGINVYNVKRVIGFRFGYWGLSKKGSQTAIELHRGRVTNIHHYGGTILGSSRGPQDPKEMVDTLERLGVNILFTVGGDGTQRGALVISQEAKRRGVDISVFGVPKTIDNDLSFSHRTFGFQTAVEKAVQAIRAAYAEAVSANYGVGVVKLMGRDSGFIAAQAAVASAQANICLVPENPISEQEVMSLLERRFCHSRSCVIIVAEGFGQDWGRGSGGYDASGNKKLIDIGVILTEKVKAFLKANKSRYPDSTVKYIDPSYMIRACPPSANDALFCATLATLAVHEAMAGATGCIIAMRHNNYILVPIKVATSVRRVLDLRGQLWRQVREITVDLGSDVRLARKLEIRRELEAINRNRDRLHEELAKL
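1.25 nM PFK with 0.5 mM F6P and 0.1 mM ATP in 0.1 M TEA pH 8.0, 5 mM MgCl2, incubated 45 min at room temperature; ADP measured by ADP-Glo luminescence; compounds titrated up to 57 uM.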
Rab9 prom act – Rab9 promoter activation; AID 485297; Huh7 Rab9 promoter-luciferase reporter, luminescence, 24 h; Potency, µM (highest dose often 9.22 µM), without a hit: at the top dose activation, negative = inhibition, actives largely listed as activators; 320,000 compounds, 2.8% hits; note: potency is the fitted concentration of half-maximal effect; % of control where 0% means no effect; nearly all actives have a fitted effect of over 60% in size
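Huh7 reporter line, Rab9 promoter upstream of luciferase. Compound exposure 24 h at 37 °C in reduced-serum medium with 10% FBS. Read-out: luminescence.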
NPC1 prom act – activators of NPC1 promoter | Huh7 NPC1 promoter luciferase reporter, 24 h | Potency, µM (titrated, usually from 9.22 µM), for inactives: at the top dose activation, hits mostly activators | 320,000 compounds, 2.4% hits | AID 485313;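 note: potency is the fitted concentration of half-maximal effect; % of control where 0% means no effect; nearly all actives have a fitted effect of over 60% in size; reporter is driven by a mutant NPC1 promoter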
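In 1536-well qHTS, Huh7 cells harboring an NPC1 promoter–luciferase construct received compound for 24 h; activation was quantified by luminescence following luciferase reagent addition.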
uPA surface inh – cell surface uPA generation inhibition; Potency, µM (top dose mostly 38.3 µM), for the others: at the highest dose activity change, negative = inhibition, actives largely listed as inhibitors; AID 540303; cell surface uPA generation assay, qHTS; 330,000 compounds, 0.31% hits; active = well fitted inhibition curve with a large enough effect; inconclusive = small, poorly fitted or top-dose-only effect; inactive = no such curve, though single readings can be large or run the other way; tested in mouse RAW 264.7 cells; note: potency is the fitted concentration of half-maximal effect; % is set by controls: 0 for no effect and ±100 for the full control effect; nearly all actives have a fitted effect of over 55% in size
Giardia kill – Giardia lamblia killing. Giardia lamblia trophozoite viability. activity change, % at 7.66 µM, hits read low. 340,000 compounds, 0.15% hits. AID 540267; in the data active = activity change below about -80%; inconclusive = between about -30% and that limit;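 note: parasites exposed to compound for two days anaerobically before the ATP read; % is set by controls: 0 for no effect and ±100 for the full control effect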
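Giardia trophozoites, 100 cells per well, were exposed to compounds for 48 hrs at 37 deg C under anaerobic conditions; viability was then read as ATP content by bioluminescence after 15-30 min at room temperature.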
Coupling enz – inhibits coupling enzyme system, counter-screen for aldolase hits | coupling enzyme system counterscreen, AmpLite Red fluorescence | activity change, negative = inhibition, % at 58.2 µM, hits read low | 290,000 compounds, 0.67% hits | AID 2472; in the data active = activity change below about -30%; note: % is set by controls: 0 for no effect and ±100 for the full control effect
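Counterscreen lacking aldolase: glyceraldehyde-3-phosphate coupling-enzyme reagent preincubated 10 min at RT with compound (at 57.5 uM final), then substrate/coupling system with AmpLite Red added; fluorescence read at 525/598 nm after 20 min RT.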
KCNH2 3.1 block – inhibitors of human KCNH2 3.1 potassium channel isoform; U2OS KCNH2 3.1, thallium flux FluxOr; active compounds read low; activity change, % (tested at about 1.8 µM); 340,000 compounds, 0.95% hits; AID 720553;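 active = maximum activity change below -70%; inconclusive = maximum activity change from -70% to -50%; inactive = maximum activity change above -50%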;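 note: thallium influx rate constant from kinetic fluorescence after stimulation buffer; % is set by controls: 0 for no effect and ±100 for the full control effect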
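Virally transduced U2OS (3.1 isoform, 4 h infection in dark at RT) → overnight 37 C → FluxOr + Red40 in HBSS/HEPES, 45 min → stimulation buffer, 2 min kinetic read → rate constant vs DMSO controls.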
RORgamma inh – ROR gamma (mouse) transcription inhibition | Potency, µM (highest dose often 53.6 µM), inactives show at the highest dose activity change, negative = inhibition, usual class: inhibitors | P51450 | Drosophila S2 Gal4-RORgamma UAS-luciferase reporter, 20 h | 310,000 compounds, 5.4% hits; note: potency is the fitted concentration of half-maximal effect; % is set by controls: 0 for no effect and ±100 for the full control effect; nearly all actives have a fitted effect of over 60% in size
Target sequence (P51450 whole entry, looked up, the tested form may be a part): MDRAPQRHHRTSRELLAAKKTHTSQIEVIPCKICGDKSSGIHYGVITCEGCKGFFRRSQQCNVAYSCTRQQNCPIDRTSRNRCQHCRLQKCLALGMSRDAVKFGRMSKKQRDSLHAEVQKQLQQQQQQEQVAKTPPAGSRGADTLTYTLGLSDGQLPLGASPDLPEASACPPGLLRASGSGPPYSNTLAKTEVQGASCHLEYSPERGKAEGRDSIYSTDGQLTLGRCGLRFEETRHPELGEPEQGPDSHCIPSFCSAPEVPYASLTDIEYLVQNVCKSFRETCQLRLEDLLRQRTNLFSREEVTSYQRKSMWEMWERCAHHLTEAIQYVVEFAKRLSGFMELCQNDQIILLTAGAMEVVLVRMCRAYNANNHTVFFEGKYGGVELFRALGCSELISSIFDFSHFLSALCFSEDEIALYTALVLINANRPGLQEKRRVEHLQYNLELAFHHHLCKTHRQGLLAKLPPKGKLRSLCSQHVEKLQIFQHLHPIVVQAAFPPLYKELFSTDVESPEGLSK
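Drosophila S2 cells stably expressing Gal4-DBD/mouse RORγ fusion under metallothionein promoter plus UAS-luciferase; compound 1 h, then 700 uM CuSO4 induction for 20 h at ambient temperature; inhibition read as reduced luminescence.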
ELG1 genotoxic – genotoxicity induction in ELG1-luciferase HEK293T cells. HEK293T ELG1-luciferase reporter, luminescence, 16 h. Potency, µM (top dose mostly 46 µM), without a hit: at the top dose activity change, positive = activation, hits mostly activators. 330,000 compounds, 1.3% hits; note: potency is the fitted concentration of half-maximal effect; % of control where 0% means no effect; nearly all actives have a fitted effect of over 60% in size
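After overnight (16 hr) compound treatment at 37 °C, ELG1-luciferase HEK293T cells were lysed with ONE-Glo; luminescence quantified 30 min later at room temperature.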
Gal4-VP16 FLuc – inhibits Gal4-VP16 luciferase reporter, ROR gamma counter-screen; Potency, µM (top dose mostly 53.6 µM), inactives show top-dose activity, negative = inhibition, hits mostly inhibitors; 310,000 compounds, 3.5% hits; Drosophila S2 Gal4-VP16 UAS-luciferase, luminescence, 20 h; AID 2546;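 note: Gal4-VP16 expression switched on by copper sulfate through the metallothionein promoter; potency is the fitted concentration of half-maximal effect; % is set by controls: 0 for no effect and ±100 for the full control effect; nearly all actives have a fitted effect of over 50% in size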
FLuc counter – firefly luciferase modulation, counter-screen for miR-21 project; 360,000 compounds, 6.9% hits; AID 588342; purified FLuc, Km substrates, luminescence inhibition; Potency, µM (series often up to 57.5 µM), without a hit: at the top dose activity change, negative = inhibition, hits mostly inhibitors;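 note: potency is the fitted concentration of half-maximal effect; plate controls were vehicle for no effect and reference inhibitor for full effect; nearly all actives have a fitted effect of over 55% in size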
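Purified P. pyralis luciferase, 10 nM final, with Km-level 10 uM D-luciferin and 10 uM ATP in 50 mM Tris acetate pH 7.5, 10 mM Mg acetate, 0.01% Tween-20, 0.05% BSA; 6-point qHTS titration about 60 µM downward; luminescence read.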
The depositor's hits bear a star; u = inconclusive; x = no result given; [ ] = another dose, or the depositor's remark. Unless noted, calls come from the whole dose curve; as a rule, active = well fitted curve in the direction sought with a large enough effect; inconclusive = small, poorly fitted or top-dose-only effect, or another doubt; inactive = no such curve, though single readings can be large; an effect the other way counts as inactive or inconclusive. Compounds as they come. About 14% of those tested had a hit in this group.

SMILES | Tb PFK inh | Rab9 prom act | NPC1 prom act | uPA surface inh | Giardia kill | Coupling enz | KCNH2 3.1 block | RORgamma inh | ELG1 genotoxic | Gal4-VP16 FLuc | FLuc counter
CCn1nc(C(=O)N2CCc3ccccc32)c2ccccc2c1=O | 0% | 6% | -1% | -29% | 14 | x | -1 | x | -3% | x | 0%
CSCCC(NC(=O)c1cccc(S(=O)(=O)N2CCOCC2)c1)c1nc2ccccc2[nH]1 (stereo not given) | -6% | 0% | -2% | 3% | -6 | x | -6 | x | 0% | x | x
O=C(N/N=C/c1ccc[nH]1)c1ccccc1OCc1ccc(F)cc1 | -6% | -3% | -2% | 2% | 11 | -5 | -4 | u | 5% | -14% | -2%
O=C(NC1CCCCC1)c1cc2nc(-c3ccco3)cc(C(F)(F)F)n2n1 | 1% | -3% | -7% | 5% | 19 | 2 | 3 | -1% | -7% | 8% | -2%
Cn1c(C(=O)NCc2cccnc2)cc2sccc21 | 14% | 5% | 2% | x | 7 | -3 | 8 | 12% | 5% | 15% | -4%
Cn1c(CNC(=O)c2ccc3c(c2)OCO3)nnc1SCC(=O)Nc1ccc(F)cc1 | 3% | -3% | 2% | 1% | -4 | -1 | -15 | 0% | 5% | 18% | u
Cc1ccccc1N1CC(C(=O)Nc2ccc(S(=O)(=O)N3CCCCC3)cc2)CC1=O (stereo not given) | -24% | -10% | -2% | x | 0 | 1 | -4 | 13% | -19% | -6% | 3%
Cc1noc2ncnc(Oc3ccc(C(C)(C)C)cc3)c12 | -1% | -4% | 1% | u | 16 | -2 | 8 | 7% | 1% | 8% | -1%
O=c1[nH]c(N2CCOCC2)nc2ccccc12 | -6% | -1% | 0% | 11% | -3 | 0 | -5 | 4%[1.91 µM] | 0% | 3% | 0%
COc1ccc(/C=C/C(=O)OCC(=O)Nc2ccc(Cl)cc2F)cc1S(=O)(=O)N1CCOCC1 | 0% | -2% | 0% | -2% | -1 | 2 | -14 | 12%[10 µM] | 4% | 0% | 3%
COc1ccc(C2=NN(C(=O)C(O)c3ccccc3)C(O)(C(F)(F)F)C2)cc1 (stereo not given) | 5% | 2% | -7% | -6% | -9 | 1 | 2 | 7% | -5% | -5% | 0%
CCc1ccc(-c2ccc3nnc(SC)n3n2)cc1 | 0% | 6% | -3% | u | -11 | 0 | 4 | -1% | u | 1% | u
Cc1ccc2ccc3ccc(C)nc3c2n1 | 1% | -55%[inhibitor] | -22% | u | u | -1 | 8 | 0.25µM* | -7% | 0.56µM* | -18%
O=C(NNC(=O)c1cc(C(F)(F)F)cc(C(F)(F)F)c1)c1ccc(Cl)cc1 | -7% | -4% | 0% | 2% | 3 | 5 | 4 | -8% | 5% | -8% | 1%
O=C(Cc1c(F)cccc1Cl)Nc1cccc(S(=O)(=O)NC2=NCCCCC2)c1 | 2% | -3% | 1% | 8% | -14 | x | -1 | x | 15% | x | 2%
COC(=O)Cn1ncc(N2CC(C)OC(C)C2)c(Cl)c1=O (stereo not given) | -3% | 13% | -3% | 1% | -2 | -1 | 1 | -11% | 0% | -13% | -3%
COc1ccc(-c2n[nH]c(C)c2-c2ccc(OC)c(OC)c2)c(O)c1 | 4% | 3% | -12% | -16% | 18 | 1 | -5 | 10µM* | -1% | u | 3%
CN(C)CCCN=C(NO)c1ccc(Cl)cc1Cl | 0% | -1% | 1% | 6% | -21 | 0 | 1 | 27% | 2% | -5% | 5%
Cc1ccc(SCC(=O)NC2CCS(=O)(=O)C2)cc1 (stereo not given) | -2% | -6% | -3% | 2% | 4 | 0 | x | 1% | 0% | -1% | 4%
O=C(Nc1ccccc1F)Nc1ccccc1F | -3% | 2.5µM* | u | -20% | 12 | 0 | -9 | 35% | 26% | 36% | 15µM*
COC(=O)c1sc2nc(SCC(=O)N(C)c3ccccc3)n(N)c(=O)c2c1C | -1% | -9% | -6% | 17% | -9 | -1 | -20 | -1% | u | -14% | 1%
CCSc1nnc(NC(=O)CSc2c(Cl)cccc2Cl)s1 | 1% | -10% | 1% | 3% | 5 | 1 | -13 | 11µM* | -1% | -24% | 8%
CC(=O)Nc1ccc(OCC(O)Cn2nc(C)nc2C)cc1 (stereo not given) | 0% | -12% | -4% | 23% | -10 | 2 | -7 | -29% | -1% | 2% | 9%
COCCn1c(-c2ccc(OC)cc2)nc2ccccc21 | 3% | 1% | 1% | -3% | -2 | 2 | 4 | -21% | -2% | 14% | 19µM*
Cc1ccc(N(Cc2ccccc2)C(=O)c2cccc(F)c2)cc1 | 3% | -7% | -1% | -2% | -4 | x | 30 | -34% | 18% | -14% | 13µM*
CCOc1ccc(C2=Nn3c(nnc3-c3ccccc3)SC2)cc1Cl | -1% | -7% | 1% | -6% | 19 | 0 | -203* | -1% | 2% | -1% | -2%
COc1ccc(-c2cc(C#N)nc(Cl)n2)cc1 | 17% | -1% | -3% | -9% | -6 | 3 | -80* | 9% | 16% | -3% | -1%
N#Cc1cccc(S(=O)(=O)NCC(=O)NCc2ccc3c(c2)OCO3)c1 | 0% | 1% | 2% | 4% | 11 | x | 5 | x | 0% | x | 0%
CCn1nc(C)c(CNC(=O)c2cc(COc3cncc(Cl)c3)on2)c1C | 0% | 0% | -2% | -13% | -12 | 0 | -9 | 16% | -14% | 0% | 0%
COC(=O)c1cn(NC(=O)Cc2cccc(C(F)(F)F)c2)c(=O)c2ccccc12 | 3% | 2% | -2% | 4% | -9 | 0 | -4 | 31% | 0% | 0% | -8%
CN(CCCCCCN(C)Cc1ccccc1O)Cc1ccccc1O | -1% | 4% | -4% | 24% | 58[activator] | 1 | -6 | 14% | -9% | -4% | -1%
CC(C)CNC(=S)NC1CC2CCCC(C1)N2Cc1ccco1 (stereo not given) | -5% | 0% | -1% | 7% | 7 | 3 | 1 | -9% | -1% | 0% | 1%
COc1ccc(CNc2nc3ccccc3n2C)c(OC)c1 | -18% | 2.5µM* | 3.2µM* | 1% | -3 | -2 | 0 | 27% | u | -8% | 12µM*
CCS(=O)(=O)CCSc1nc2ccccc2o1 | 14% | -4% | -3% | -1% | 1 | -1 | 7 | -13% | 1% | 6% | 0%
COc1ccc(S(=O)(=O)N2CCCCCC2)cc1NC(=O)CN(C)Cc1ccc2c(c1)OCO2 | 0% | -6% | -7% | -21% | -10 | x | 13 | x | -6% | x | x
Cc1ccc2nc(C3CCN(CC(=O)Nc4ccc5c(c4)OCCO5)CC3)[nH]c2c1 | -4% | -2% | -3% | -4% | -15 | 1 | -19 | 3% | -8% | 11% | u
COCCNC(=S)N1CCc2cc(OC)c(OC)cc2C1c1cccs1 (stereo not given) | 0% | -8% | -2% | -1% | 5 | 8 | -8 | -1% | 4% | -16% | -7%
CC(=O)Nc1ccc2c(c1)nc(C)n2Cc1ccccc1 | 1% | -1% | -1% | 2% | -9 | 0 | 30 | -6% | 2% | -2% | -2%
CCc1ccccc1NC(=O)NCc1ccc2c(c1)OCO2 | 3% | 10% | -1% | 2% | -3 | 4 | -5 | 18% | 6% | -3% | -5%
COc1ccc(OC(=O)Cc2cccc3ccccc23)cc1 | 1% | 0% | -1% | -22% | -15 | 2 | -16 | -14% | 2% | 8% | -18%
O=C(NCc1ccco1)c1ccc(=O)[nH]n1 | -7% | 1% | 2% | 12% | -20 | -7 | 27 | 4%[10 µM] | 1% | 7% | -2%
CCOC(=O)c1sc(NC(=O)CN2CC(C)OC(C)C2)nc1C (stereo not given) | 1% | -2% | 2% | 5% | 0 | 1 | 2 | 14% | 1% | 0% | -4%
N#Cc1ccc(OCC(=O)NCC2COc3ccccc3O2)cc1 (stereo not given) | -5% | 2% | 2% | -7% | 11 | x | -7 | x | -1% | x | 3%
Cc1cc(C)c2c(-n3cccc3)c(C(=O)NNS(=O)(=O)c3ccc(Br)cc3)sc2n1 | -4% | 1% | -4% | 0% | 0 | 15 | -8 | 0% | 1% | -1% | 2%
O=C1CC(C(=O)Nc2nccs2)C(c2ccccc2)O1 (stereo not given) | -1% | 1% | -4% | 0% | 4 | 3 | 15 | -9% | 0% | 0% | -1%
COc1ccccc1C(=O)Nc1ccccc1C(=O)NC1CCCCC1 | -3% | -8% | 1% | 7% | 1 | x | x | 5% | -12% | -1% | 2%

Reformatted with two lines to a compound: two of the compounds above.
Value order: Tb PFK inh, Rab9 prom act, NPC1 prom act, uPA surface inh, Giardia kill, Coupling enz, KCNH2 3.1 block, RORgamma inh, ELG1 genotoxic, Gal4-VP16 FLuc, FLuc counter
- CCOC(=O)c1sc(NC(=O)CN2CC(C)OC(C)C2)nc1C (stereo not given)
 : 1%, -2%, 2%, 5%, 0, 1, 2, 14%, 1%, 0%, -4%
- N#Cc1ccc(OCC(=O)NCC2COc3ccccc3O2)cc1 (stereo not given)
 : -5%, 2%, 2%, -7%, 11, x, -7, x, -1%, x, 3%

Bioassay records: PubChem BioAssay, National Center for Advancing Translational Sciences (NCATS)
